High-throughput results: PubChem, National Center for Advancing Translational Sciences (NCATS)
uPA surface inh: blocks generation of uPA at the cell surface | cell surface uPA generation assay, qHTS | Potency, µM (doses to about 38.3 µM), for inactives: at the highest dose activity change, negative = inhibition, most hits filed as inhibitors | 330,000 compounds, 0.31% hits | AID 540303; active = well fitted inhibition curve with a large enough effect; inconclusive = small, poorly fitted or top-dose-only effect; inactive = no such curve, though single readings can be large or run the other way; tested in mouse RAW 264.7 cells; note: potency is the fitted concentration of half-maximal effect; % is set by controls: 0 for no effect and ±100 for the full control effect; nearly all actives have a fitted effect of over 55% in size
Tb PFK block: blocks T. brucei phosphofructokinase; O15648; T. brucei PFK, ADP-Glo luminescence; Potency, µM (top dose mostly 57.5 µM), for inactives: at the highest dose activity, negative = inhibition, usual class: inhibitors; 330,000 compounds, 0.17% hits; AID 485367;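 note: potency is the fitted concentration of half-maximal effect; 0% = uninhibited 1x PFK enzyme wells and -100% = no-enzyme wells; nearly all actives have a fitted effect of over 60% in size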
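Activity is normalized to no-enzyme wells (full inhibition) and 1.25 nM enzyme wells (no inhibition). Reaction: 0.5 mM F6P, 0.1 mM ATP, 45 min RT, ADP-Glo luminescence; concentration-response curves fitted and classed by quality.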
Mito fusion yeast: mitochondrial division inhibition or fusion activation | 320,000 compounds, 0.23% hits | Potency, µM (titrated, usually from 46.1 µM), for inactives: at the top dose growth rescue (activation), most hits filed as activators | S. cerevisiae fusion-defective mutant growth rescue, CellTiterGlo 48 h;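 note: potency is the fitted concentration of half-maximal effect; % of control where 0% means no effect; nearly all actives have a fitted effect of over 45% in size; temperature-sensitive fusion mutants such as fzo1-1 at 37 °C on non-fermentable ethanol glycerol medium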
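Growth-rescue viability read-out: after 48 h at the non-permissive 37C in glycerol/ethanol YPEG, yeast mitochondrial fusion mutants are measured by CellTiterGlo luminescence; compounds (23 nl pinned per well) restoring growth score as division inhibitors or fusion activators.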
BCR signal inh: chronic active BCR signaling inhibition; Potency, µM (doses to about 46.1 µM), for the others: at the top dose ratio change, negative = lower green/red ratio, actives largely listed as inhibitors; 340,000 compounds, 0.05% hits; AID 493014; ABC-DLBCL IkBa-CBG/CBR reporter, luminescence ratio, 4 h; active = well fitted inhibition curve with a large enough effect in the signal ratio, with a control signal flat, not every such curve was filed as active; inconclusive = small, poorly fitted or top-dose-only effect, or effect the other way, or a change in a side signal; the % refers to the signal ratio;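 note: potency is the fitted concentration of half-maximal effect; plate controls were basal doxycycline-induced cells for no effect and cells given 10 µM MG132 for full effect; MG132 reads +100%, hits lower the ratio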
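Compounds up to 46 uM were incubated four hours with TMD8 cells whose green CBG68 luciferase is fused to IkappaBalpha; red CBR luminescence normalised the signal, and concentration-effect curves were fitted to fusion, red and ratio data.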
TSG101-PTAP inh: blocks PTAP/TSG101 interaction to inhibit HIV-1 budding; Q99816; Fluorescence polarization, FITC-PTAP peptide / Tsg101 binding; Potency, µM (titrated, usually from 115 µM), for inactives: at the highest dose activity change, negative = inhibition, hits mostly inhibitors; 340,000 tested, under 10 active; active = well fitted inhibition curve with a large enough effect in the main read-out, with a control signal flat, not every such curve was filed as active; inconclusive = small, poorly fitted or top-dose-only effect, or effect the other way, or a change in a side signal; inactive = no such curve, though single readings can be large or run the other way; note: potency is the fitted concentration of half-maximal effect; % of control where 0% means no effect
Target sequence (Q99816 whole entry, looked up): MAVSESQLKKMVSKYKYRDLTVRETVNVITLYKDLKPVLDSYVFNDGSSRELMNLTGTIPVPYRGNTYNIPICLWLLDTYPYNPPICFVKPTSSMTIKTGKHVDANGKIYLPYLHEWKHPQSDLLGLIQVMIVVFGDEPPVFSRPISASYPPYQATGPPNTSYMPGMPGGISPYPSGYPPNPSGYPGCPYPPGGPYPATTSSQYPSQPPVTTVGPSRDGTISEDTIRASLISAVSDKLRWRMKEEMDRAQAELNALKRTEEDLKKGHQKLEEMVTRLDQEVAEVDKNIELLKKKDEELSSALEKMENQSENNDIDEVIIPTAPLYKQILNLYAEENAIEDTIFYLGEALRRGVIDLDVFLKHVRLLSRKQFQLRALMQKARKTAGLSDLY
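FP read-out: FITC-PTAP peptide, 50 nM final, binding Tsg101 binding domain, 10 uM final; 20 min, r.t.; 10 mM HEPES pH 7.5, 0.15 M NaCl, 0.01% Tween 20, 3 mM EDTA, 0.1 mM TCEP.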
USP2a block: USP2a (human) protease inhibition; USP2 core, Ub-CHOP2 coupled fluorogenic reporter, 485/531; Potency, µM (doses to about 38.3 µM), inactives show at the highest dose activity change, negative = inhibition, actives largely listed as inhibitors; 330,000 compounds, 0.01% hits; AID 463254;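 note: potency is the fitted concentration of half-maximal effect; plate controls were DMSO wells for no effect and full inhibition by NEM control for full effect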
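Cell-free coupled assay: 10nM USP2 core preincubated 30min RT with compound in Tris-HCl pH 8.0/CaCl2/CHAPS buffer, then 25nM Ub-CHOP2 and 25nM reporter substrate; fluorescence (Ex 485/Em 531) read after 60min RT, normalized to NEM inhibition, concentration-response curves fitted.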
Eya2 inh: Eya2 (human) phosphatase inhibition; O00167; recombinant Eya2, OMFP fluorescence dephosphorylation (OMFP is methylfluorescein phosphate); AID 488837; Potency, µM (highest dose often 76.9 µM), without a hit: at the top dose activity, negative = inhibition, hits mostly inhibitors; 330,000 compounds, 0.006% hits; note: potency is the fitted concentration of half-maximal effect; % is set by controls: 0 for no effect and ±100 for the full control effect
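Eya2 protein (added as 0.2 uM solution) was preincubated with compound for 10 min at ambient temperature in 50 mM HEPES pH 7.5, 50 mM NaCl, 5 uM MgCl2, 0.05% BSA, 1 mM DTT. OMFP (added at 50 uM) then reacted 10 min; fluorescence read at 485/525 nm.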
TCR activator: activates T cell receptor signaling; 330,000 tested, under 10 active; primary human leukocytes, anti-CD3, IL-2 HTRF, 48 h; Potency, µM (doses to about 9.22 µM), without a hit: top-dose activation of IL-2 secretion, actives largely listed as activators; note: % of control where 0% means no effect
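48 hr co-incubation of compounds, a-CD3 beads and primary human leukocytes; IL-2 quantified homogeneously by HTRF with anti-IL-2 K and d2 conjugates.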
TSHR antag: antagonists of human thyroid stimulating hormone receptor; AID 504810; 330,000 compounds, 0.2% hits; TSHR-expressing cells, TSH-stimulated cAMP HTRF, 2 h; hits give low values; activity change, negative = inhibition, % at 11.5 µM; P16473;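 active = activity change below a set negative limit, meaning inhibition stronger than a set level, cut at about -70% in these data; inconclusive = activity change between two set negative limits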; note: % is set by controls: 0 for no effect and ±100 for the full control effect
Target sequence (P16473 whole entry, looked up): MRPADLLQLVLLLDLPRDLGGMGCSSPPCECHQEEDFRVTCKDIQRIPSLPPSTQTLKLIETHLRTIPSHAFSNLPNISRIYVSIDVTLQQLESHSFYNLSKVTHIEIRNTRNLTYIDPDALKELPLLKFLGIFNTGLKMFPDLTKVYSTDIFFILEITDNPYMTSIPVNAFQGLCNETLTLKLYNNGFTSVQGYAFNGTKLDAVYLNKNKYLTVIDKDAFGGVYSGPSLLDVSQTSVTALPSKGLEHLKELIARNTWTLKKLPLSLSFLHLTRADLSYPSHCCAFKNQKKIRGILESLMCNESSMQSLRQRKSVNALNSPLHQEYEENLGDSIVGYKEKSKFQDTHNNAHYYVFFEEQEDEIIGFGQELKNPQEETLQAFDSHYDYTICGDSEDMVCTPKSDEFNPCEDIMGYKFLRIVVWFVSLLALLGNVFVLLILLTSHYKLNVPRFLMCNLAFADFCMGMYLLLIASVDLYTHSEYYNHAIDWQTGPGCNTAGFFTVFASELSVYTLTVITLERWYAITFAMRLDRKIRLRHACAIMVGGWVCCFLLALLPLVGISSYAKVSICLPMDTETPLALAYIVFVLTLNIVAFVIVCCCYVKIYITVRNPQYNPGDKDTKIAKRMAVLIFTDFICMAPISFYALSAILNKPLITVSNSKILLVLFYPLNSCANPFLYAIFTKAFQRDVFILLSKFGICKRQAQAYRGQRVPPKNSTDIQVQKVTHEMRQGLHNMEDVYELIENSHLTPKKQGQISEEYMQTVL
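Read-out is FRET at 665 nm (cryptate excitation 337 nm) from a cryptate-tagged anti-cAMP antibody, competed by cell cAMP against cAMP-d2. Compounds are tested on freshly harvested TSHR cells challenged with 4nM TSH (EC80) for 2 hours at 37 deg C.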
ELG1 repair inh: ELG1-dependent DNA repair inhibition; HEK293T ELG1-luciferase reporter, luminescence, 16 h; DNA damage induced by 5-fluorouridine; Potency, µM (doses to about 46.1 µM), inactives show at the highest dose activity change, negative = inhibition, usual class: inhibitors; 330,000 compounds, 2.3% hits; note: potency is the fitted concentration of half-maximal effect; % is set by controls: 0 for no effect and ±100 for the full control effect; nearly all actives have a fitted effect of over 55% in size
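Overnight (16 hr) co-exposure of 2,000 cells/well to 5-fluorouridine and compound at 37 °C preceded detection. Luciferase was quantified via ONE-Glo luminescence; loss of signal denotes inhibition.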
B2AR arrestin: agonists driving beta-arrestin recruitment to human beta2-adrenergic receptor. P07550. beta-arrestin recruitment to beta2AR, cell-based reporter. Potency, µM (titrated, usually from 46.1 µM), for the others: at the highest dose activation, usual class: activators. 330,000 compounds, 0.02% hits;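 note: potency is the fitted concentration of half-maximal effect; 0% = DMSO controls and full agonism = EC100 isoproterenol or metaproterenol; nearly all actives have a fitted effect of over 65% in size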
* marks the source's active call; other numbers are inactive results; ? = inconclusive; . = not tested or not shown; [ ] = remark or other dose. Unless noted, calls come from the whole dose curve; as a rule, active = well fitted curve in the direction sought with a large enough effect; inconclusive = small, poorly fitted or top-dose-only effect, or another doubt; inactive = no such curve, though single readings can be large; an effect the other way counts as inactive or inconclusive.

SMILES | uPA surface inh | Tb PFK block | Mito fusion yeast | BCR signal inh | TSG101-PTAP inh | USP2a block | Eya2 inh | TCR activator | TSHR antag | ELG1 repair inh | B2AR arrestin
CC(=O)Nc1ccc(C(=O)Nc2nnc(CCc3ccccc3)s2)cc1 | 7% | 1% | -1% | ? | 0% | -5% | 0% | -11% | 9 | -16% | -0.3%
Nc1nc2c(s1)CC(c1ccccc1)CC2 (configuration not stated) | -8% | 0% | 12% | -1% | 1% | 3% | 3% | -8% | -7 | -19% | -0.2%
N#C/C(C(=O)NCc1ccccc1)=C1/N=C(NC(=O)c2cccs2)c2ccccc21 | 4% | 0% | 12% | -6% | -2% | 3% | 14% | -5%[46.1 µM] | -6 | ? | -0.1%
Cc1ccc(C(=O)Nc2ccc(N3CCN(C)CC3)nc2)cc1 | 0% | -1% | 20% | -9% | -2% | 0% | -11% | 0% | 7 | ? | 0.4%
O=C(NCCC1=CCCCC1)C1CCN(c2nc3ccccc3o2)CC1 | . | -2% | 1% | 10% | 0% | 3% | 19% | 0% | -5 | -6% | 0.5%
CNS(=O)(=O)c1cccc(C(=O)NCC(C)(C)N2CCCCC2)c1 | 2% | 0% | 0% | 1% | 0% | -4% | 0% | -10% | 2 | -2% | -0.6%
CCCc1nnc(NC(=O)CCC(=O)N2CCN(Cc3ccc(C)cc3C)CC2)s1 | -2% | 0% | -1% | 1% | -4% | 0% | ? | 1% | 0 | ? | -0.6%
O=C(/C=C/c1ccc(Cl)cc1Cl)N(Cc1ccc(Cl)cc1)C1CCS(=O)(=O)C1 (configuration not stated) | 0% | -1% | ? | 3% | -5% | -2% | 9% | 5%[46.1 µM] | 4 | -19% | -0.2%
COc1ccc(C)cc1NC(=O)C(OC(=O)c1cnc(C)cn1)c1ccccc1 (configuration not stated) | -3% | 16% | 2% | ? | -3% | 3% | 21% | 1% | 6 | 0% | -0.2%
O=C(NC(=S)Nc1ccc(N2CCOCC2)cc1)c1cccc(Cl)c1Cl | 6% | 0% | -1% | 2% | -2% | 2% | -1% | 2% | 3 | -8% | -0.5%
CCC(=O)N1c2ccc(S(=O)(=O)CCC(=O)N3CCN(c4ccccc4)CC3)cc2CC1C (configuration not stated) | -2% | 1% | 3% | 6% | -6% | -2% | -5% | -54% | -20 | ? | 4.3%
COCCNC(=O)C(c1cccs1)N(C(=O)Cn1nnc2ccccc21)c1ccccc1 (configuration not stated) | -1% | -12% | 8% | 9% | -1% | 1% | -22% | -4% | 32 | 1% | -0.3%
O=C(NCC1CC1)c1cccc2c1C(=O)c1ccc(-c3ccc(OC(F)(F)F)cc3)cc1S2(=O)=O | 14% | 0% | . | -1% | 2% | 1% | 3% | 3% | 7 | ? | 0.5%
CCn1c(CN2CCN(c3ccc(Cl)cc3)CC2)nc2ccccc21 | -6% | 4% | 27% | 3% | -5% | -1% | -29% | -7%[46.1 µM] | -1 | ? | -0.7%
CCc1c(C)c(C#N)c2nc3ccccc3n2c1Cl | . | 3% | 4% | 8.2µM* | . | 5% | 2% | 0%[46.1 µM] | 0 | ? | 0.3%
CN(CC(=O)Nc1sc2c(c1C#N)CCCCC2)Cc1nc2ccccc2c(=O)[nH]1 | -2% | 0% | -3% | 0% | -1% | 0% | -7% | 1% | 0 | 23µM* | 0.1%
CC(C)(C)OC(=O)N1CCC[C@H]1C(=O)N/N=C/c1ccc2nccnc2c1 | -2% | -1% | 4% | ? | 0% | -1% | 3% | -2% | 2 | -5% | 0.4%
O=C(c1ccc2nc[nH]c2c1)N1CCN(c2ncc(C(F)(F)F)cc2Cl)CC1 | -1% | 3% | 5% | -7% | -3% | 0% | -10% | -30% | -11 | ? | 0.4%
Cc1cc(C)n2nc(-c3sccc3-n3c(C)ccc3C)cc2n1 | -7% | 0% | 5% | 8% | 0% | 0% | -31% | 1% | -3 | ? | -0.3%
O=C(/C=C/c1ccccc1)Nc1ccc(C(=O)N2CCCCC2)cc1 | 6% | 0% | 2% | ? | -5% | 0% | -10% | 1% | 5 | 5% | -0.8%
O=C(Nc1ccc2c(c1)OCO2)Nc1ccc(Cl)cc1Cl | -2% | -5% | -2% | ? | 0% | 0% | 1% | 3% | -6 | ? | -0.8%
COc1ccc(/C=N/NC(=O)CCn2nc(C)cc2C)cc1O | -2% | -2% | 7% | -8% | -2% | 0% | 1% | -2% | -8 | -8% | -0.7%
O=C(CSCc1ccccc1Cl)NCCSc1ccccn1 | 3% | -2% | 0% | ? | 0% | 5% | -5% | -3% | -9 | ? | -1.1%
Cc1cc(NC(=O)CN2C(=O)CCSc3ccccc32)no1 | -2% | -4% | 1% | -12% | -1% | 0% | -4% | . | 0 | -11% | 0.0%
Cn1c(SCc2ccc([N+](=O)[O-])cc2)nnc1-c1cccnc1 | 8% | -8% | 5% | 3% | -6% | 4% | -3% | 1% | -7 | -3% | -0.6%
CCCCc1nc2cc(C(=O)N3CCC(O)CC3)ccc2o1 | ? | -3% | 1% | -8% | 0% | 2% | 3% | 0% | 3 | ? | 0.0%
Cc1ccc2[nH]c(C(=O)N3CCOCC3)cc2c1 | 0% | 0% | 1% | -1% | -10% | 2% | 8% | . | -18 | -10% | -0.9%
COc1ccc(S(=O)(=O)Nc2ccccc2OC)cc1C | 0% | 1% | -22% | -1% | -2% | -1% | -23% | -3% | -7 | 1% | -0.2%
CC(=O)Nc1nnc(CSCc2ccccc2F)s1 | 1% | -1% | 8% | 2% | 1% | -1% | 1% | 12% | -23 | ? | -0.9%
Oc1ccc(Cl)cc1C(C#Cc1ccccc1)N1CCOCC1 (configuration not stated) | -5% | -3% | 17% | -1% | -1% | -3% | -24% | -3% | -8 | -17% | 0.0%
Cc1csc(NC(=O)c2cc(C)nc3ccccc23)n1 | -2% | 1% | 14% | 5% | -2% | -1% | -16% | 0% | -8 | -5% | -0.2%
CCn1c(C)cc(/C=C2\SC(=O)N(CC(=O)Nc3ccc(C)c(C)c3)C2=O)c1C | 7% | 1% | -2% | ? | -1% | 2% | -7% | -3% | 14 | 5% | 0.0%
CC(C)Oc1nc(-c2ccccc2O)nc2ccccc12 | . | -1% | 5% | 3% | -2% | 1% | -8% | 3% | -21 | -5% | 0.3%
Nc1cc(-c2cccc(F)c2)nn1S(=O)(=O)c1cccc2nsnc12 | -14% | 0% | -1% | -4% | 2% | 3% | 2% | -1%[46.1 µM] | 24 | 5% | -0.7%
COc1ccc(Cn2c(C)nnc2-c2cnn(C)c2N)cc1 | 0% | 0% | -8% | 7% | -4% | 6% | 7% | 1% | 17 | 3% | -0.2%
COC(=O)c1cccc(NC(=O)CSc2ncn[nH]2)c1 | -6% | 5% | -6% | ? | -6% | 0% | 16% | -6% | -1 | -6% | 0.0%
O=C(N/N=C\c1ccc(Cl)cc1Cl)c1sccc1-n1cccc1 | 5% | 0% | 2% | ? | 0% | 1% | 10% | -1% | -7 | -9% | 0.0%
COCCCNC(=O)c1ccccc1NS(=O)(=O)c1ccc(C)cc1 | 0% | 7% | -2% | -6% | 0% | 3% | -11% | -2% | 6 | 3% | 0.0%
CCNC(=O)c1ccc(-n2nc(C)cc2-c2ccccc2)cc1 | 0% | -1% | 8% | -12% | 1% | 1% | 8% | 0% | 30 | -1% | -0.4%
Cc1oc(-c2ccoc2)nc1CN(CC1CCC(=O)N1)C(C)C (configuration not stated) | -1% | 1% | 0% | -7% | -12% | 3% | 2% | -3% | 6 | 12% | 0.4%
O=C(c1ccccn1)N(Cc1ccco1)C1(C(=O)NC2CCCC2)CCCCC1 | -4% | -1% | -1% | 1% | -15% | -1% | 10% | -5% | 23 | -1% | -0.3%
Cn1cccc1Cc1nnc(SCC(=O)Nc2ccccc2)n1-c1ccc(F)cc1 | 14% | -9% | -3% | 1% | 1% | 1% | 3% | 0%[46.1 µM] | -2 | 1% | -0.6%
Cc1cc(C)nc(/N=C(\N)Nc2ccc(C(C)C)cc2)n1 | 0% | -11% | 3% | 11% | -3% | -2% | 2% | 10% | 1 | ? | 0.1%
Cc1ccc(N2Cc3ccccc3C2=O)cc1 | 8.9µM* | -14% | -4% | -1% | -4% | -1% | -7% | 0% | 2 | ? | 0.0%
